Compound activity: PubChem, National Center for Advancing Translational Sciences (NCATS)
Tb PFK inh: qHTS Assay to Find Inhibitors of T. brucei phosphofructokinase. T. brucei PFK, ADP-Glo luminescence. Potency, µM (series often up to 57.5 µM), without a hit: at the highest dose activity, negative = inhibition, hits mostly inhibitors. AID 485367, 2010. ATP-dependent 6-phosphofructokinase (Trypanosoma brucei brucei), O15648. actives 0.17% (n = 330,000);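 also: potency is read from the fitted curve at half-maximal effect; 0% = uninhibited 1x PFK enzyme wells and -100% = no-enzyme wells; nearly all actives have a fitted effect of over 60% in size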
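ADP-Glo luminescence quantified ADP after 45 min at room temperature, with 1.25 nM T. brucei PFK, 0.1 mM ATP and 0.5 mM fructose-6-phosphate in pH 8.0 TEA buffer. qHTS titrations up to 57 µM; curves classified by quality.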
Rab9 prom act: qHTS Assay for Rab9 Promoter Activators; Huh7 Rab9 promoter-luciferase reporter, luminescence, 24 h; actives 2.8% (n = 320,000); AID 485297, 2010; Potency, µM (series often up to 9.22 µM), for inactives: at the highest dose activation, negative = inhibition, actives largely listed as activators; also: potency is read from the fitted curve at half-maximal effect; % of control where 0% means no effect; nearly all actives have a fitted effect of over 60% in size
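Quantitative HTS format; Huh7 Rab9-luciferase reporter cells (1500/well) receive compound 2 h post-plating, incubate 24 h at 37 °C, then get luciferase reagent for 10 min before luminescence reading.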
RORgamma inh: qHTS for inhibitors of ROR gamma transcriptional activity; actives 5.4% (n = 310,000); Drosophila S2 Gal4-RORgamma UAS-luciferase reporter, 20 h; AID 2551, 2010; Potency, µM (series often up to 53.6 µM), for the others: at the highest dose activity change, negative = inhibition, most hits filed as inhibitors; also: potency is read from the fitted curve at half-maximal effect; % is scaled to controls: 0 for no effect and ±100 for the full control effect; nearly all actives have a fitted effect of over 60% in size
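Luminescence from a UAS-regulated Photinus luciferase reporter in stably transfected Drosophila Schneider cells is measured; decreased signal marks ROR gamma inhibition. Fusion expression is induced by 700 uM copper sulfate for 20 hr.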
ELG1 genotoxic: qHTS screen for small molecules that induce genotoxicity in human embryonic kidney (HEK293T) cells expressing luciferase-tagged ELG1; AID 504466, 2011; Potency, µM (titrated, usually from 46 µM), for the others: at the highest dose activity change, positive = activation, most hits filed as activators; HEK293T ELG1-luciferase reporter, luminescence, 16 h; actives 1.3% (n = 330,000); also: potency is read from the fitted curve at half-maximal effect; % of control where 0% means no effect; nearly all actives have a fitted effect of over 60% in size
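Screening used a luciferase reporter fused to human ELG1 in HEK293T cells. Luminescence was read on a CCD plate imager after 16 hr exposure and 30 min ONE-Glo incubation.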
p53 reactivator: qHTS assay for re-activators of p53 using a Luc reporter; H1299 p53-A138V BP100-luciferase reporter, luminescence, 24 h; actives 0.063% (n = 320,000); Potency, µM (titrated, usually from 92.2 µM), for the others: top-dose activity change, positive = activation, most hits filed as activators; also: potency is read from the fitted curve at half-maximal effect; % of control where 0% means no effect; nearly all actives have a fitted effect of over 45% in size
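p53-null H1299 cells stably carrying temperature-sensitive p53-A138V and a BP100-luciferase reporter were pinned with compounds (4-point, 1:5 series) and held 24 hrs at 37 deg C. Luminescence was read 10 min after detection reagent.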
Gal4-VP16 FLuc: VP16 counterscreen qHTS for inhibitors of ROR gamma transcriptional activity; Drosophila S2 Gal4-VP16 UAS-luciferase, luminescence, 20 h; actives 3.5% (n = 310,000); Potency, µM (series often up to 53.6 µM), inactives show at the top dose activity, negative = inhibition, hits mostly inhibitors;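 also: Gal4-VP16 expression switched on by copper sulfate through the metallothionein promoter; potency is read from the fitted curve at half-maximal effect; % is scaled to controls: 0 for no effect and ±100 for the full control effect; nearly all actives have a fitted effect of over 50% in size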
TRPV1 agonist: HTS Assay for Compounds that Act as Agonists of the Vanilloid Receptor 1 | actives 0.19% (n = 320,000) | activation, % at 8.33 µM | Transient receptor potential cation channel subfamily V member 1 (Homo sapiens), Q8NER1 | TRPV1-expressing cells, Fluo-8 calcium influx, agonist mode | AID 540275, 2011; in the data active = activation above about 80%; inconclusive = between about 30% and that limit; also: 0% is about no effect
Target sequence (Q8NER1 whole entry, looked up): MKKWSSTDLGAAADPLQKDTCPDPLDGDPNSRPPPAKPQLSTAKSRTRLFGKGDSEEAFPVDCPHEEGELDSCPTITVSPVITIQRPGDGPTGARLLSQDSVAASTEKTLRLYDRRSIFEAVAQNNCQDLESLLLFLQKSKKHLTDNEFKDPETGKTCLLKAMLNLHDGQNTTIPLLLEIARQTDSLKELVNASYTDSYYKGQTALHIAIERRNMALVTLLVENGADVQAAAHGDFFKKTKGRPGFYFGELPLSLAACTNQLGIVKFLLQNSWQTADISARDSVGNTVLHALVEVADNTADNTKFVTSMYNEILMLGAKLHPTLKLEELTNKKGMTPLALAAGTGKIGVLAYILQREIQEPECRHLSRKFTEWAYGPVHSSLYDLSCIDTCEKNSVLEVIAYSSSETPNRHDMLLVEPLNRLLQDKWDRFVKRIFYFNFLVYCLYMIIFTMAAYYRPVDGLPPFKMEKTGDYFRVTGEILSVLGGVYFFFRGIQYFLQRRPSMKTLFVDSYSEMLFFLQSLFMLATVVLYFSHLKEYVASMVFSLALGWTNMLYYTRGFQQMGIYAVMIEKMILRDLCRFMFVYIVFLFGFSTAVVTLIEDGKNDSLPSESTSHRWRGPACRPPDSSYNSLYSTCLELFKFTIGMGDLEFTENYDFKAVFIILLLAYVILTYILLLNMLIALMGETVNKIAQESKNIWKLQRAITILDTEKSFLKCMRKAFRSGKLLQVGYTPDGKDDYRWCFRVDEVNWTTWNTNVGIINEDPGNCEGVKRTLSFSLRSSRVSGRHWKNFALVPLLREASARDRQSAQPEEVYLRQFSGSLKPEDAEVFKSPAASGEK
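Cells expressing TRPV1 were dye-loaded with Fluo-8 and read kinetically: 10 s baseline, 3 min after compound (agonist portion), then 2 min after EC20 capsaicin (allosteric enhancer portion). Calcium-bound dye fluorescence at 480/520 nm.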
BRCA1 expr act: qHTS Assay to Identify Small Molecule Activators of BRCA1 Expression; MCF7-BRCA1-FFLuc reporter, luminescence, 48 h; response scale: scaled: vehicle 0%, 10 µM genistein 100%; Potency, µM (titrated, usually from 46.1 µM), for the others: at the top dose activation, actives largely listed as activators; actives 1.1% (n = 380,000); AID 624202, 2012; also: potency is read from the fitted curve at half-maximal effect; nearly all actives have a fitted effect of over 80% in size; some results filed as inactive show a strong effect at the top dose
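Cells: MCF7-BRCA1-FFLuc, 2000/well. Exposure: 48 h, 37 °C, 5% CO2. Read: luminescence, 15 min post-substrate. Controls: genistein 10 microM (maximal activation), DMSO (neutral).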
ELG1 DNA repair: qHTS screen for small molecules that inhibit ELG1-dependent DNA repair in human embryonic kidney (HEK293T) cells expressing luciferase-tagged ELG1; HEK293T ELG1-luciferase reporter, luminescence, 16 h; DNA damage induced by 5-fluorouridine; Potency, µM (highest dose often 46.1 µM), for inactives: top-dose activity change, negative = inhibition, most hits filed as inhibitors; actives 2.3% (n = 330,000); also: potency is read from the fitted curve at half-maximal effect; % is scaled to controls: 0 for no effect and ±100 for the full control effect; nearly all actives have a fitted effect of over 55% in size
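Step one: seed 2,000 cells per well. Step two: pin-transfer compound or DMSO alongside 5-fluorouridine. Step three: incubate 16 hr, 37 °C, 5% CO2. Step four: add ONE-Glo, wait 30 min, read luminescence.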
FLuc counter: qHTS profiling assay for firefly luciferase inhibitor/activator using purifed enzyme and Km concentrations of substrates (counterscreen for miR-21 project) | Luciferin 4-monooxygenase (Photinus pyralis), P08659 | purified FLuc, Km substrates, luminescence inhibition | Potency, µM (doses to about 57.5 µM), for the others: top-dose activity change, negative = inhibition, most hits filed as inhibitors | actives 6.9% (n = 360,000);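 also: potency is read from the fitted curve at half-maximal effect; plate controls were vehicle for no effect and reference inhibitor for full effect; nearly all actives have a fitted effect of over 55% in size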
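Purified P. pyralis luciferase (10nM final) with 10uM D-luciferin and 10uM ATP (Km levels) in 50mM Tris acetate pH 7.5, 10mM Mg acetate, 0.01% Tween-20, 0.05% BSA; qHTS 6-point titration, ~60 µM downward; luminescence read.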
NPC1 promoter act: qHTS Assay for NPC1 Promoter Activators. Potency, µM (highest dose often 9.22 µM), for the others: top-dose activation, hits mostly activators. Huh7 NPC1 promoter luciferase reporter, 24 h. AID 485313, 2010. actives 2.4% (n = 320,000);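 also: potency is read from the fitted curve at half-maximal effect; % of control where 0% means no effect; nearly all actives have a fitted effect of over 60% in size; reporter is driven by a mutant NPC1 promoter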
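In 1536-well qHTS, Huh7 cells harboring an NPC1 promoter–luciferase construct received compound for 24 h; activation was quantified by luminescence following luciferase reagent addition.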
An asterisk follows results filed as active; ? = inconclusive; . = no result given; [ ] = dose if it differs, or a comment. Unless noted, calls follow the shape of the dose curve; as a rule, active = well fitted curve in the direction sought with a large enough effect; inconclusive = small, poorly fitted or top-dose-only effect, or another doubt; inactive = no such curve, though single readings can be large; an effect the other way counts as inactive or inconclusive.

1	C=CCn1c[n+](CC(=O)c2ccc(Br)s2)c2ccccc21
2	CC(C)(C)C(=O)N1CCC(O)(CS(=O)(=O)Cc2ccc(Cl)cc2)CC1
3	CC(NC(=O)Cc1cccs1)c1ccccc1 (centres undefined)
4	O=C(NCc1ccncc1)C12CC3CC(CC(Cl)(C3)C1)C2
5	O=C(Cn1c(C(F)(F)F)nc2ccccc21)NCCCN1CCOCC1
6	c1csc(-c2nc3ccccc3[nH]2)c1

compound no.,1,2,3,4,5,6
Tb PFK inh,-5%,1%,-3%,-7%,0%,-3%
Rab9 prom act,-12%,2%,0%,-4%,1%,?
RORgamma inh,8%,25%,-13%,3%,-23%,43%
ELG1 genotoxic,-5%,0%,-1%,-3%,0%,15%
p53 reactivator,-2%,1%,2%,-3%,-7%,?
Gal4-VP16 FLuc,-3%,2%,-1%,8%,3%,2%
TRPV1 agonist,-4,-2,0,1,-1,4
BRCA1 expr act,2%,-3%[1.84 µM],1%,-1%,5%[1.84 µM],81%
ELG1 DNA repair,-5%,12%,-5%,29%,12%,?
FLuc counter,-1%,0%,-2%,-1%,3%,30µM*
NPC1 promoter act,-4%,1%,-1%,3%,-1%,?

7	CCCc1ccc(OCC(O)CN2CCN(c3ccccn3)CC2)cc1 (centres undefined)
8	O=S(=O)(c1ccccc1Cl)N1CCCC1c1nc(-c2cccc(Cl)c2)no1 (centres undefined)
9	C=CCN1C(=O)/C(=C/C=C2/N(CC)c3ccc(S(=O)(=O)N(C)C)cc3N2CC)SC1=S
10	COC(=O)c1sccc1NC(=O)c1ccc(C)o1
11	Cc1ccc2[nH]c(=O)c(CN(Cc3nnnn3Cc3ccccc3)C3CCCC3)cc2c1
12	CCc1ccc(CCC(=O)Nc2ccc(Br)cc2)o1

compound no.,7,8,9,10,11,12
Tb PFK inh,4%,-7%,6%,-3%,5%,-2%
Rab9 prom act,-2%,-6%,-15%,-4%,2%,1%
RORgamma inh,-7%,-17%,?,-24%,24%,-29%[1.91 µM]
ELG1 genotoxic,1%,-6%,-6%,1%,0%,5%
p53 reactivator,0%,6%,22%,1%,2%,.
Gal4-VP16 FLuc,1%,11%,-4%,-3%,0%,-1%
TRPV1 agonist,0,16,23,4,15,9
BRCA1 expr act,0%,-36%,3%,-40%,-45%,-4%
ELG1 DNA repair,11%,-4%,-19%,-11%,-27%,-3%
FLuc counter,0%,4%,?,-7%,3%,-9%
NPC1 promoter act,1%,-5%,-10%,-9%,2%,-2%

Shown tab-delimited: part of the list above
entry	SMILES	Tb PFK inh	Rab9 prom act	RORgamma inh	ELG1 genotoxic	p53 reactivator	Gal4-VP16 FLuc	TRPV1 agonist	BRCA1 expr act	ELG1 DNA repair	FLuc counter	NPC1 promoter act
7	CCCc1ccc(OCC(O)CN2CCN(c3ccccn3)CC2)cc1 (centres undefined)	4%	-2%	-7%	1%	0%	1%	0	0%	11%	0%	1%
11	Cc1ccc2[nH]c(=O)c(CN(Cc3nnnn3Cc3ccccc3)C3CCCC3)cc2c1	5%	2%	24%	0%	2%	0%	15	-45%	-27%	3%	2%

Following part.
13	COc1ccc([N+](=O)[O-])cc1NC(=O)Cc1c(Cl)cccc1Cl
14	COc1ccc2[nH]c(C(=O)N3CCc4ccccc4C3)c(C)c2c1
15	CCOC(=O)c1ccc(S(=O)(=O)Nc2ccc(N3CCOCC3)cc2)cc1
16	CC(C)(C)C(=O)CSc1ccc(S(=O)(=O)N2CCCC2)cn1
17	O=C(O)CCCCCNS(=O)(=O)/C=C/c1ccccc1
18	CCOc1ccccc1-c1nc(C(N)=O)c2[nH]c(=O)n(-c3ccc(F)cc3)c2n1

compound no.,13,14,15,16,17,18
Tb PFK inh,3%,3%,2%,0%,4%,-9%
Rab9 prom act,1%,-4%,1%,11%,-1%,-2%
RORgamma inh,-10%,27%,?,.,1%,?
ELG1 genotoxic,-3%,-5%,-1%,0%,2%,3%
p53 reactivator,-9%,21%,5%,?,-1%,-4%
Gal4-VP16 FLuc,-8%,23%,-4%,.,3%,-29%
TRPV1 agonist,7,28,0,0,1,0
BRCA1 expr act,-4%,7%,-6%,-24%,0%,-25%
ELG1 DNA repair,?,3%,4%,-2%,11%,-17%
FLuc counter,2%,-12%,1%,.,4%,10%
NPC1 promoter act,-2%,0%,-1%,-4%,0%,1%

19	COc1cc([N+](=O)[O-])cc(/C=N/NC(=O)C(C)Nc2cccc3ccccc23)c1O (centres undefined)
20	COc1ccc(C(=O)c2coc3ccc(O)c(CN4CCCCC4)c23)cc1
21	Brc1ccccc1OCCCCn1cnc2ccccc21
22	O=C1c2ccccc2C(=O)N1c1nc(-c2cccs2)cs1
23	O=C(COC(=O)c1cccnc1Cl)Nc1ccc(S(=O)(=O)N2CCOCC2)cc1
24	Cc1onc(-c2ccccc2)c1C(=O)N1CCN(C)CC1

compound no.,19,20,21,22,23,24
Tb PFK inh,5%,3%,-1%,8%,1%,1%
Rab9 prom act,-2%,-4%,-1%,11%,.,5%
RORgamma inh,0.4µM*,-24%,-82%,18%,.,-8%
ELG1 genotoxic,10%,4%,?,5%,3%,-1%
p53 reactivator,?,-2%,2%,20%,-9%,-2%
Gal4-VP16 FLuc,0.5µM*,2%,?,-7%,.,10%
TRPV1 agonist,-4,-9,9,-3,.,-2
BRCA1 expr act,-70%,-28%,0%,24%,-3%,-1%
ELG1 DNA repair,?,-2%,?,?,1%,3%
FLuc counter,-13%,2%,11µM*,-19%,.,0%
NPC1 promoter act,-7%,-2%,-4%,12%,.,-1%

25	Cc1noc(C)c1S(=O)(=O)N(C)CC(=O)Nc1ccc(F)cc1
26	Cc1cc(OCC(=O)OCC(=O)NC2CCCC2)ccc1Cl
27	NS(=O)(=O)c1cccc(NS(=O)(=O)c2ccc(/C=C/C(=O)OCC(=O)c3ccc(Br)cc3)cc2)c1
28	COc1ccc(C(=O)C2CCCN(Cc3cccn3-c3nccs3)C2)cc1F (centres undefined)
29	COc1ccccc1C(=O)COC(=O)c1nc2nc(C)cc(C)n2n1
30	CC(=O)OCC1OC(n2ccc3ccccc32)C(OC(C)=O)C(OC(C)=O)C1OC(C)=O (centres undefined)
31	Cc1csc(NC(=O)CCNC(=O)c2ccccc2Cl)n1
32	Cn1c(COc2ccc(C(=O)O)cc2)nc2ccccc21
33	CCOc1ccc(/C=C2\SC(=S)N(CCC(=O)N(CCO)c3ccccc3)C2=O)cc1

compound no.,25,26,27,28,29,30,31,32,33
Tb PFK inh,-1%,7%,5%,-9%,-10%,5%,3%,2%,-3%
Rab9 prom act,4%,-2%,18%,-2%,-1%,0%,0%,0%[1.84 µM],-10%
RORgamma inh,5%,.,-82%,-8%,.,-21%,40%,-4%,1%
ELG1 genotoxic,1%,-2%,-6%,-6%,1%,-2%,0%,0%,-6%
p53 reactivator,-1%,2%,-3%,-4%,-2%,-3%,-4%,1%,.
Gal4-VP16 FLuc,3%,.,?,1%,.,3%,-8%,-13%,?
TRPV1 agonist,3,5,2,2,1,2,-8,1,-3
BRCA1 expr act,1%,-20%,33%,-51%,-4%,1%,64%,11%,-62%
ELG1 DNA repair,6%,1%,-6%,-12%,12%,-5%,-12%,13%,-18%
FLuc counter,8%,1%,-19%,0%,0%,5%,-3%,-20%,9.5µM*
NPC1 promoter act,-1%,0%,-10%,-2%,0%,-1%,-3%,-4%,0%

Among those listed so far, two have a nitro group on carbon.
13	COc1ccc([N+](=O)[O-])cc1NC(=O)Cc1c(Cl)cccc1Cl
19	COc1cc([N+](=O)[O-])cc(/C=N/NC(=O)C(C)Nc2cccc3ccccc23)c1O (centres undefined)

compound no.,13,19
Tb PFK inh,3%,5%
Rab9 prom act,1%,-2%
RORgamma inh,-10%,0.4µM*
ELG1 genotoxic,-3%,10%
p53 reactivator,-9%,?
Gal4-VP16 FLuc,-8%,0.5µM*
TRPV1 agonist,7,-4
BRCA1 expr act,-4%,-70%
ELG1 DNA repair,?,?
FLuc counter,2%,-13%
NPC1 promoter act,-2%,-7%
